Vif imaging: blocks HIV Vif function | AID 602346 | inhibition, % at 7.49 µM | 0.35% of 340,000 active | HEK293T cells, Vif self-association by quenched fluorescence, imaging, 24 h; in the data active = inhibition above about 50%, passing the limit was not always enough; inconclusive = no clear call, values can overlap the other calls; inactive = below about 31%; note: some results filed as inactive read as strong as hits
HIF-2a block: HIF-2a inhibition; 786-0 RCC cells HIF-2a reporter, luciferase luminescence, overnight; AID 624352; 0.72% of 360,000 active; inhibition, % at 18.8 µM;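 active = inhibition of the luminescence signal of 40% or more relative to plate controls, in a single-dose primary screen at 18.75 µM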
CaV13 ICDI inh: Disruptors of the CACNA1D IQ motif to Ca2+-dependent inactivation inhibitor domain association, primary screening, Förster resonance energy transfer in intact living …; HEK cells, CFP/YFP FRET ICDI-IQ, plate reader, 10 min; percent FRET-ratio fall versus neutral wells; inhibition, % at 12.3 µM; 0.098% of 340,000 active; AID 743397;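 active = mean replicate inhibition of at least 30% and at least 1% of replicates passing that level; inconclusive = only one of the two criteria is met; inactive = neither criterion is met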;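 note: 0% = median of the neutral control wells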
TRPM1 prom inh: reduces MITF-dependent TRPM1 promoter luciferase signal. SK-MEL-5 TRPM1 promoter luciferase, 24 h. inhibition, % at 12.5 µM. 0.83% of 330,000 active. AID 488899;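 active = mean inhibition across replicates of 60% or more, whatever share of single replicates reaches that level; inconclusive = some that reach 60%, reason not given; inactive = mean inhibition across replicates below 60%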; note: values of inactives mirror those of a sister screen read the other way
KKLEB cytotox: counter-screen for CF NF-kB inhibitors: cytotoxicity | KKLEB CF airway cells viability, ATPlite luminescence, overnight; stronger effect = lower value; cells stimulated with P. aeruginosa culture filtrate | activity change (cytotoxicity), % at 5 µM | 0.36% of 360,000 active;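 active = corrected activity change at or below -50% at 5 µM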
CF NFkB block: inhibitors of cystic fibrosis induced NF-kB | KKLEB NF-kB-GFP reporter, PAF-induced, GFP fluorescence overnight | inhibition, % at 5 µM | 0.86% of 360,000 active | AID 588850;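 active = at least 50% inhibition at 5 µM, scaled per plate between neutral and stimulator controls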;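 note: PAF is a Pseudomonas aeruginosa culture filtrate used as stimulus; plate controls were PAF-stimulated DMSO wells for no effect and unstimulated DMSO wells for full effect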
Peg3 promoter: Peg3 promoter activity inhibition; inhibition, % at 20 µM; HeLa PEG-Prom luciferase reporter, luminescence, overnight; 1.7% of 360,000 active;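 active = inhibition of at least 50% at 20 µM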
NR2E3 ag-1: agonists of human NR2E3 nuclear receptor | 0.35% of 360,000 active | CHO-S Gal4-NCOR/VP16-NR2E3 two-hybrid, luciferase | inhibition of corepressor binding, % at 3.98 µM | Q9Y5X4 | AID 602229;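 active = inhibition above the mean of all tested compounds plus 3 SD, cut at about 70% in these data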;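 note: 0% = DMSO with NR2E3 transfected cells and 100% = cells lacking NR2E3 construct; higher means lower luciferase signal from less NR2E3 corepressor binding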
Target sequence (Q9Y5X4 whole entry, looked up, the tested form may be a part): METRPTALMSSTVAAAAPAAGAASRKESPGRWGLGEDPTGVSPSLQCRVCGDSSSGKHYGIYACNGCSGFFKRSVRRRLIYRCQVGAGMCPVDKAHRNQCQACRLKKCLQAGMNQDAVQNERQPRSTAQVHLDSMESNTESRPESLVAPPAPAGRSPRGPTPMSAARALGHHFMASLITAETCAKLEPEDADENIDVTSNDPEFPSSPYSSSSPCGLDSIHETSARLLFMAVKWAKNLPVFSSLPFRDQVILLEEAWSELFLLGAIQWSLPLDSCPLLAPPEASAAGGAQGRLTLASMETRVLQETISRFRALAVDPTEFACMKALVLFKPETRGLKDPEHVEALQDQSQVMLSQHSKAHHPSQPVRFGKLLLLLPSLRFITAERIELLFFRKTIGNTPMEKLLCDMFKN
Shn3 3UTR inh: reduces Shn3 3'UTR luciferase signal in osteoblasts. Clone20 osteoblast Shn3 3'UTR firefly luciferase, 24 h. inhibition, % at 12.5 µM. 0.52% of 360,000 active;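 active = mean inhibition of at least 75% with every replicate also reaching 75%; inconclusive = mean inhibition at least 75% but some replicate below; inactive = mean inhibition below 75%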;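 note: 0% = median of neutral control wells and 100% = pilot-screen positive control compound; some compounds past the cut are filed as inactive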
NR2E3 ag-2: NR2E3 (human) agonism; Q9Y5X4; 0.12% of 320,000 active; GST-NR2E3/biotin-RetCOR TR-FRET, 1536-well; inhibition of corepressor binding, % at 4.78 µM; AID 2300;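 active = percent inhibition above the cutoff of mean plus 3 SD of all tested compounds, set per screening campaign, cut at about 20% in these data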;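 note: 0% = DMSO wells and 100% = biotin wells as full block of FRET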
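Material: NR2E3–RetCOR corepressor complex | Quantity: 1.35 nM GST-tagged NR2E3 final | Schedule: 5 h at 4 °C | Replication: Singlicate compound wells | Reagent: RetCOR corepressor, biotinylated, 7 nM | Controls: Biotin wells as high control, 0.6% DMSO wells as low control | Signal: TR-FRET, Eu(K)-anti-GST donor, streptavidin-D2 acceptor, ex 340, em 617/671 nm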
PDI inh: PDI (human) enzyme inhibition. P07237. PDI insulin aggregation turbidity, A650, 90 min. inhibition, % at 10 µM. 0.052% of 350,000 active. AID 588391;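 active = mean inhibition across replicates of 30% or more, whatever share of single replicates reach that level; inconclusive = mean inhibition below 30% while every single replicate reaches 30%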;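 note: absorbance from insulin aggregation driven by PDI reduction with DTT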
Target sequence (P07237 whole entry, looked up): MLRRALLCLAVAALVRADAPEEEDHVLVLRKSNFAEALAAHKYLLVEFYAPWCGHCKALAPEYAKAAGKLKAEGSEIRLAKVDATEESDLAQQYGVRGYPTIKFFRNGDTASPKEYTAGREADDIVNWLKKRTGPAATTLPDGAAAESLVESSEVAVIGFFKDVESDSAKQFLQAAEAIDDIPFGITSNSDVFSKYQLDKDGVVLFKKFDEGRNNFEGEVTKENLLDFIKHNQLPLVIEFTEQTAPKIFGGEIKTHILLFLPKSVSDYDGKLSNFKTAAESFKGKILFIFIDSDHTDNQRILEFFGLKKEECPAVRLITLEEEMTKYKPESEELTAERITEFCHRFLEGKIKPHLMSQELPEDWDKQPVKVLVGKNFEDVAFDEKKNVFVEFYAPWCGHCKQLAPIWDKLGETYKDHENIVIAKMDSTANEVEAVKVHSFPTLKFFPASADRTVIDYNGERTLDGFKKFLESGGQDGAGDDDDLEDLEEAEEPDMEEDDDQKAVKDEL
The depositor's hits bear a star; ? = inconclusive; / = not tested or not shown.

SMILES	Vif imaging	HIF-2a block	CaV13 ICDI inh	TRPM1 prom inh	KKLEB cytotox	CF NFkB block	Peg3 promoter	NR2E3 ag-1	Shn3 3UTR inh	NR2E3 ag-2	PDI inh
O=C(NNC(=S)Nc1ccc(F)cc1)c1ccccc1OC(F)F	-6	-93	-6	13	-11	4	-24	-29	-14	1	-1
CC(=O)Nc1ccc(S(=O)(=O)NCC(=O)OCC(=O)N2CCc3ccccc32)cc1	5	5	-3	14	0	6	3	18	-10	2	-2
O=C(Nc1cccnc1Cl)c1ccc(=O)oc1	-1	18	-19	2	15	-6	14	-24	/	4	-1
COCCN1CCN(C(=O)c2cc(COc3ccc(F)cc3F)on2)CC1	7	2	/	5	7	20	1	-48	8	1	0
O=S(=O)(c1ccc(F)cc1)N1CCc2ccccc2C1	1	14	-5	11	-4	-14	15	-10	8	1	5
CCn1nnnc1SCC(=O)Nc1nc2ccc(OC)cc2s1	3	-116	-4	-29	-2	16	-112	-38	-37	-5	-1
Nc1ccc2c(c1)C(=O)c1ccc(Cl)cc1-2	-1	-8	-9	2	-16	-5	-18	-7	-5	/	4
Cc1c(O)ccc2c3c(c(=O)oc12)CCCC3	7	-14	-5	-2	7	15	7	-5	3	2	-8
O=C(COC(=O)c1ncc(Cl)c(Cl)c1Cl)NCc1cccs1	1	1	-5	6	3	-14	6	10	-4	5	1
CC(C=Cc1ccccc1)=NNS(=O)(=O)c1ccc([N+](=O)[O-])cc1	5	-2	-2	14	-2	-2	8	-1	-6	/	-5
C=C1C(=O)O[C@H]2[C@H]1[C@@H](O)CC(=C)[C@@H]1CC(=O)[C@@H](C)[C@H]21	23	26	/	38	11	85*	36	-11	73	-4	-5
O=C(CNC(=O)c1ccc(Br)o1)NNC(=O)COc1ccccc1Cl	-2	-8	-5	3	6	-1	6	-22	4	4	0
O=C(Nc1cccs1)Nc1ccc(F)cc1F	/	-150	-5	-5	-3	-14	-138	-23	44	1	5
CC1CCCC(C)N1C(=O)COC(=O)CNC(=O)c1ccccc1F (configuration not stated)	3	9	-4	-3	-1	-8	11	-16	15	3	-13
CN(C)S(=O)(=O)c1cc(NC(=O)COC(=O)CC2CC3CCC2C3)ccc1Cl (configuration not stated)	?	6	-2	-4	-9	16	3	-17	6	/	-10
COc1cc(/C=N/NC(=O)CN(CCc2ccccc2)S(=O)(=O)c2ccc(NC(C)=O)cc2)cc(OC)c1OC	/	16	-5	-12	-6	2	30	7	12	-3	5
CC(=O)c1cccc(-c2ccc3c(=O)[nH]c(Nc4ccccc4)cc3c2)c1	-2	-54	-10	-5	8	-15	-10	-17	-19	15	-58
CCn1cc(Br)c(C(=O)NC(C)c2ccccc2)n1 (configuration not stated)	-5	-14	-7	4	14	-6	3	0	-13	-3	-7
CCOC(=O)CCNC(=O)N1CCCC(N(C)CCc2ccccc2)C1 (configuration not stated)	-5	17	-2	6	-3	-5	-8	-9	-8	-1	-1
Cc1ccc(S(=O)(=O)N2CCOCC2)cc1NC(=O)CSc1nnc(C2CC2)n1C1CC1	-7	4	-5	3	-1	2	-5	-19	-7	1	-1
COC(=O)c1ccc(/C=N/N2CCN(Cc3ccc(Cl)cc3)CC2)cc1	-4	7	-5	/	-9	4	11	-15	-8	-3	-1
O=C(NS(=O)(=O)c1ccc(Cl)cc1)c1ccccc1	-4	6	-4	0	-14	3	0	8	56	1	-3
COC(=O)/C(C#N)=C/c1c(N2CCN(c3cccc(Cl)c3)CC2)nc2c(C)cccn2c1=O	-2	18	-17	9	8	-3	9	-26	-3	-4	0
COc1ccc(CN2C(=O)NC3(CCCc4ccccc43)C2=O)cc1F (configuration not stated)	-12	-2	-2	9	-10	-18	-4	8	6	3	2
CC(C)c1ccc(CC(=O)N2CCC2(C)C(=O)NS(=O)(=O)c2ccc(F)cc2F)cc1 (configuration not stated)	/	14	-6	/	10	15	7	-15	-16	/	-1
COC(=O)c1ccc(NC(=O)c2cc[n+](Cc3ccccc3)cc2)cc1	-2	20	-4	5	4	1	6	8	-1	/	-6
O=C(Nc1ccc([N+](=O)[O-])cc1)N1CCCCC1	10	-38	-16	-8	11	0	-12	-23	-12	0	1
COC(C[C@H](O)[C@H](C)[C@H](O)COCc1ccccc1)OC	-2	-4	-5	3	-2	-8	-4	-2	-7	/	1
CCOc1ccc(CCNC(=O)CN2C(=O)CCSc3ccccc32)cc1OCC	-15	15	-7	8	10	1	16	-61	-22	3	-9
CN1CCc2c(sc3c2c(=O)n(-c2ccccc2)c2nncn32)C1	2	-2	-5	-1	8	3	-4	17	8	1	-7
OC[C@@H]1CN(Cc2ccc(F)cc2)C[C@H](n2cnc3c(NC4CCCC4)ncnc32)O1	/	0	0	/	-5	18	12	-46	6	/	-1
CNC(=O)c1cc(Nc2nnc(C)c3ccccc23)ccc1OC	25	-39	/	-3	-12	-14	-17	-19	-34	3	3
COc1nc(Nc2cccc(C)c2)nc(N2CCCCC2)n1	-1	-81	-4	-21	-5	12	-32	-25	-10	-3	11
CC(Oc1ccccc1)C(=O)N=C1SC2CS(=O)(=O)CC2N1CCc1ccccc1 (configuration not stated)	17	1	-3	-1	8	-12	6	-2	5	2	10
CC(=O)NCCc1nc2ccccc2n1CCOc1ccc(C)cc1	1	12	-2	23	-2	11	3	3	1	3	1
Cc1cc(C)nc(NC2=NCC(=O)N2c2cc(Cl)cc(Cl)c2)n1	/	-5	-4	-4	10	-10	10	-3	-10	-2	4
CC(=O)Nc1ccc(NC(=O)C2CCN(C(=O)NC3CCCCC3)CC2)cc1	-5	5	-3	3	1	-4	14	-9	4	4	6
COCCCNC(=S)N/N=C/c1ccc2ccccc2c1	-3	-63	2	-15	10	-18	-23	-14	-38	1	3
CC(Sc1nnc(-c2ccccc2F)n1C1CC1)C(=O)N1CCCC1 (configuration not stated)	2	8	-6	-2	4	-7	-6	-2	18	1	1
COc1ccc(-n2cc(C(=O)c3ccccc3O)cn2)cc1	1	-72	2	-9	-10	1	-33	-74	9	5	-1
COc1ccccc1C(=O)NN(C)C1=NS(=O)(=O)c2ccccc21	-20	-7	-17	6	-4	20	27	-48	5	-1	-2
CCN(CC)CCCN(C(=O)c1ccc(Br)cc1)c1nc(-c2ccc(OC)cc2)cs1	-5	10	-2	-11	-10	8	21	-25	39	4	2
CCCC(=O)Nc1cc(-c2nn(C)c(=O)c3ccccc23)ccc1N1CCCCC1	0	27	-3	2	-12	-21	13	-6	-2	1	10
CCOc1ccc(OCC)c(NC(=O)CCNS(=O)(=O)c2cc(Br)cnc2N)c1	1	16	-7	13	4	-11	35	0	-23	4	7
O=C(N=C1SC2CS(=O)(=O)CC2N1CCc1ccccc1)C1CCCCC1 (configuration not stated)	-6	8	-3	0	-2	0	-7	-21	-40	4	2
Cc1ccc(Sc2ncccc2NC(=O)c2ccccc2Cl)cc1	1	17	-20	6	-9	6	13	4	-10	-2	-1
Cn1c(N)c(C(=O)COC(=O)Cc2c(F)cccc2Cl)c(=O)n(C)c1=O	-3	-4	-6	5	2	-6	-8	-35	16	/	3
c1ccc(CC2CCN(c3nc4ccccc4n4nnnc34)CC2)cc1	5	-18	-5	3	-6	12	-23	11	3	4	9
O=C(/C=C/c1ccco1)N1CCCC(c2ccccc2)C1 (configuration not stated)	3	23	-4	-3	-8	12	-4	7	-4	-4	-4
Cc1ccc(C(=O)c2sc3nc4c(cc3c2N)CCC4)cc1	1	-221	-6	-122	-8	3	-216	-94	-57	3	-7
Cc1nc(N2CCN(c3ccccn3)CC2)c2c(C)c(C(=O)N3CCN(c4ccccc4F)CC3)sc2n1	3	12	-2	6	-17	12	72*	17	-2	1	8
CCCNC(=O)c1ccccc1NS(=O)(=O)c1ccc2c(c1)OCCO2	0	19	-5	4	4	4	12	-12	-17	0	2
Cc1cccc(NC(=S)NCCc2ccc3c(c2)OCCO3)c1C	5	-9	-2	7	13	2	3	-8	-15	0	-4
CCN(Cc1cc2ccccc2[nH]c1=O)C(=O)c1cccnc1	4	19	-8	12	8	16	8	-22	2	-2	6
CC(=O)Nc1ccc(OCc2nnc(-c3ccccc3)o2)cc1	-4	-90	-4	1	5	-6	-9	-11	16	0	-2
COC(=O)c1cc(NC(=O)CN2CCc3cc4c(cc3C2)OCCCO4)cc(C(=O)OC)c1	-2	-5	/	1	11	-17	27	11	20	5	/
COC(=O)c1ccc(C23CC4(C2)[C@H](CN(CC2CCCCC2)[C@@H]4c2ccccc2)C3c2ccccc2)cc1 (some centres not stated)	/	5	-11	-7	12	26	2	2	3	3	-2
CCN(C(=O)C1CCN(c2nc(-c3ccc(OC)cc3)no2)CC1)c1ccccc1	-2	-9	-7	/	22	-3	17	0	28	0	/
Cc1ccsc1C(=O)Nc1ccc2c(c1)OCCO2	-4	-89	-4	-26	-9	-1	-128	-97	-8	1	17
O=C(CSc1cccc[n+]1[O-])Nc1ccc([N+](=O)[O-])cc1Cl	1	-13	1	4	1	-3	-13	-12	-19	2	1

The results go on:
SMILES	Vif imaging	HIF-2a block	CaV13 ICDI inh	TRPM1 prom inh	KKLEB cytotox	CF NFkB block	Peg3 promoter	NR2E3 ag-1	Shn3 3UTR inh	NR2E3 ag-2	PDI inh
Cc1ccc(C(=O)CCC(=O)Nc2cc(C)ccn2)cc1	-9	-78	-3	1	12	-10	-17	-28	-28	-2	5
Cc1ccc(S(=O)(=O)NCCC(=O)N2CCC(C(N)=O)CC2)cc1C	37	3	-2	-4	12	-20	10	-5	8	-2	1
CCn1cc(S(=O)(=O)Nc2ccc3c(c2)OCCO3)cn1	2	33	-3	23	8	-18	37	9	27	-2	4
NC(=O)c1ccccc1OC1CCC1	-4	14	-5	4	-6	0	14	16	9	3	-14
CCCCN(CC(=O)NC(C)(C)C)C(=O)C(=O)Nc1ccc2c(c1)OCCO2	12	10	5	-3	-11	2	7	-10	1	1	-1
CC(=O)N(CCC1(C(C)C)CCOC(C)(C)C1)Cc1ccco1 (configuration not stated)	-3	20	-4	4	-16	-4	3	-24	0	-1	8
COc1ccc(C(=O)NCC(=O)Nc2ccc(-c3ccccc3)cc2)cc1	-18	-23	-4	0	0	-14	-3	-9	-5	-2	-2
O=S(=O)(c1ccc(Cl)nc1)N1CCCCC1	-4	6	-3	-3	2	-3	8	-23	-7	1	-4
